Compound activity (PubChem)
Shiga toxin inh: A qHTS for Small Molecule Inhibitors of Shiga Toxin; 290,000 tested, 9.2% active; inhibition, % at 38.7 µM; Vero cells, Shiga toxin protein synthesis inhibition reporter; AID 2315, 2010; in the data active = inhibition mostly above about 28%, no sharp cut-off; inactive = mostly below about 43%; also: 0% is about no effect
HCV inhibitor: qHTS Assay for Inhibitors of Hepatitis C Virus (HCV) | 340,000 tested, 3.4% active | Huh7.5.1 HCVcc-Cre infection, luciferase reporter, 44 h | AID 651820, 2012 | Potency, µM (doses to about 41.8 µM), for inactives: at the highest dose activity change, negative = inhibition, hits mostly inhibitors; also: potency is read from the fitted curve at half-maximal effect; % is scaled to controls: 0 for no effect and ±100 for the full control effect
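HCVcc-Cre virus at an moi near 0.5 was added right after compound to cells cultured 4 h from seeding (1,000 cells/well). Luciferase activity was determined 44 h later, 15 min after substrate addition at RT.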
FBPA Giardia inh: qHTS Assay for Inhibitors of Fructose-1,6-bisphosphate Aldolase from Giardia Lamblia; A8B2U2; purified Giardia FBPA; Potency, µM (series often up to 59.6 µM), for the others: at the top dose activity, negative = inhibition, hits mostly inhibitors; 290,000 tested, 0.71% active; also: potency is read from the fitted curve at half-maximal effect; % is scaled to controls: 0 for no effect and ±100 for the full control effect; nearly all actives have a fitted effect of over 55% in size
Target sequence (A8B2U2 whole entry, looked up): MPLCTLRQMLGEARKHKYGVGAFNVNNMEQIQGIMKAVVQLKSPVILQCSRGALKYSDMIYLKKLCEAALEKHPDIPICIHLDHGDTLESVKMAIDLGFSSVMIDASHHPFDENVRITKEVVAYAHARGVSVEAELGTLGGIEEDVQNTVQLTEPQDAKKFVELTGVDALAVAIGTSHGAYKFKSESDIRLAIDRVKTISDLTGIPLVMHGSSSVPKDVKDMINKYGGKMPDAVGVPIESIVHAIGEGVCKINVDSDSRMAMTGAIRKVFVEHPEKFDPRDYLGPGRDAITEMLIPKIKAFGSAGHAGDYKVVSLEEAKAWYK
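40 nM FBPA preincubated 10 min at RT with compound (up to 57.5 uM final), then substrate plus GAPDH/TPI/NAD/arsenate coupling and diaphorase/resazurin added. Fluorescence read after 20 min at RT, 525/598 nm.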
CHX counter: Cycloheximide Counterscreen for Small Molecule Inhibitors of Shiga Toxin; cell reporter, cycloheximide protein synthesis inhibition counterscreen; max response, %; 300,000 tested, 12% active; AID 2314, 2010; in the data active = max response mostly above about 13%, no sharp cut-off; inactive = mostly below about 14%; also: read at 38.3 µM for the half of the compounds with a filed dose; 0% is about no effect
Pf growth 48h: Primary qHTS for delayed death inhibitors of the malarial parasite plastid, 48 hour incubation; P. falciparum luciferase growth in erythrocytes, 48 h; Potency, µM (titrated, usually from 28.7 µM), without a hit: at the top dose activity change, negative = inhibition, usual class: inhibitors; 310,000 tested, 5.9% active; also: potency is read from the fitted curve at half-maximal effect; % is scaled to controls: 0 for no effect and ±100 for the full control effect
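Growth was read as firefly luciferase luminescence after a 48 h, 37 C, 5% CO2 exposure of compounds to reporter-bearing P. falciparum cultures (0.1% parasitemia, 2% hematocrit final) in Albumax-supplemented RPMI 1640.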
Pf growth 96h: Primary qHTS for delayed death inhibitors of the malarial parasite plastid, 96 hour incubation; P. falciparum luciferase reporter growth, 96 h; Potency, µM (series often up to 28.7 µM), inactives show top-dose activity change, negative = inhibition, most hits filed as inhibitors; 320,000 tested, 6.9% active; AID 504834, 2011; also: potency is read from the fitted curve at half-maximal effect; % is scaled to controls: 0 for no effect and ±100 for the full control effect
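Cell-based qHTS: luciferase-tagged P. falciparum in erythrocytes (2% hematocrit, 0.05% parasitemia final) incubated with compounds for 96 hours, 37 C, 5% CO2; luciferase detection reagent then added and luminescence measured.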
* = called active by the depositor; & = joins results of further samples; [ ] = dose if it differs, or a comment. Unless noted, calls follow the shape of the dose curve; as a rule, active = well fitted curve in the direction sought with a large enough effect; inconclusive = small, poorly fitted or top-dose-only effect, or another doubt; inactive = no such curve, though single readings can be large; an effect the other way counts as inactive or inconclusive.

`COc1cc(OC)c(C(=O)Nc2ccc(S(=O)(=O)Nc3ncccn3)cc2)cc1OC` gave Shiga toxin inh 7, HCV inhibitor 8%&4%, FBPA Giardia inh -6%, CHX counter -1, Pf growth 48h -1% and Pf growth 96h 15%.
CCC(C)NC(=O)CCC(=O)Nc1ccc2nc(N3CCOCC3)cc(C)c2c1 (stereo unspecified) was read as Shiga toxin inh 37, HCV inhibitor -6%, FBPA Giardia inh -11%, CHX counter 31, Pf growth 48h -4% and Pf growth 96h inconclusive.
For O=C(NCCc1ccccn1)c1ccc(COc2ccccc2)o1 the results were Shiga toxin inh 37, HCV inhibitor inconclusive, FBPA Giardia inh -6%, CHX counter 28*, Pf growth 48h -28% and Pf growth 96h inconclusive.
For Cc1ccccc1-n1c(SCC(=O)N/N=C/c2ccccc2OCC(=O)O)nc2ccccc2c1=O the results were Shiga toxin inh -18, HCV inhibitor 13%, FBPA Giardia inh 13%, CHX counter 0, Pf growth 48h -14% and Pf growth 96h -6%.
`CCCCCn1c(CCNC(=O)c2cccs2)nc2ccccc21` gave Shiga toxin inh -15, HCV inhibitor inconclusive, FBPA Giardia inh -13%, CHX counter 0, Pf growth 48h inconclusive and Pf growth 96h -19%.
`O=C(O)CN1C(=O)SC(Nc2ccccc2)C1=O` (stereo unspecified) gave Shiga toxin inh 12, HCV inhibitor 14%, FBPA Giardia inh 12%, CHX counter -1, Pf growth 48h -19% and Pf growth 96h inconclusive.
For Cc1ccc(-c2c(C)sc3ncn(CC(=O)N4CCOCC4)c(=O)c23)cc1C the results were Shiga toxin inh -5, HCV inhibitor 1%, FBPA Giardia inh -6%, CHX counter -3, Pf growth 48h inconclusive and Pf growth 96h -3%.
For CCCC1(C(=O)OC)NC(c2ccc(OC)cc2OC)C2C(=O)N(c3cccc(C(C)=O)c3)C(=O)C21 (stereo unspecified) the results were Shiga toxin inh -7, HCV inhibitor inconclusive, FBPA Giardia inh 7%, CHX counter 2, Pf growth 48h inconclusive and Pf growth 96h -3%.
For CCCCNC(=O)CC(C(=O)N1CCc2ccccc21)n1ccnc1 (stereo unspecified) the results were Shiga toxin inh 26, HCV inhibitor 13%, FBPA Giardia inh 3%, CHX counter -5 and Pf growth 96h 21%.
Screening CCCCN(C)C(=O)c1ccc2c(c1)N(CC)C(=O)c1ccccc1S2(=O)=O returned Shiga toxin inh -5, HCV inhibitor 1%, FBPA Giardia inh 4%, CHX counter -4, Pf growth 48h -26% and Pf growth 96h 10µM*.
`C=CCNC(=S)Nc1ccc2nsnc2c1` gave Shiga toxin inh 11, HCV inhibitor 6%, FBPA Giardia inh inconclusive, CHX counter 0, Pf growth 48h 18% and Pf growth 96h inconclusive.
Screening CC1CCN(S(=O)(=O)c2ccc3ncn(CC(=O)N(C)C4CCCCC4)c(=O)c3c2)CC1 returned Shiga toxin inh -9, HCV inhibitor -14%, FBPA Giardia inh 14%, CHX counter -5, Pf growth 48h inconclusive and Pf growth 96h 27%.
Screening Cc1ccc(C)c2[nH]c(=O)c(CN(CCN3CCCC3)C(=O)Nc3cccc(Cl)c3)cc12 returned Shiga toxin inh -6, HCV inhibitor 11µM*, FBPA Giardia inh inconclusive, CHX counter -5, Pf growth 48h 2.3µM* and Pf growth 96h 5%.
For CCC(=O)c1ccccc1OCCN1CCN(CC)CC1 the results were Shiga toxin inh -15, HCV inhibitor -1%, FBPA Giardia inh inconclusive, CHX counter -5, Pf growth 48h 5% and Pf growth 96h -7%.
For Cc1cc(-c2csc(Nc3ccccn3)n2)ccc1F the results were Shiga toxin inh 116*, HCV inhibitor 6.3µM*, FBPA Giardia inh 6%, CHX counter 42*, Pf growth 48h -13% and Pf growth 96h inconclusive.
`O=C(CN1C(=O)c2cccc3cccc1c23)N1CCN(Cc2ccc3c(c2)OCO3)CC1` gave Shiga toxin inh -10, HCV inhibitor inconclusive, FBPA Giardia inh 10%, CHX counter 9, Pf growth 48h -28% and Pf growth 96h 6%.
`CCOc1ccccc1/C=C(\NC(=O)c1ccccc1)C(=O)NCCC(=O)O` gave Shiga toxin inh 43*, HCV inhibitor 8%, FBPA Giardia inh 2%, CHX counter 32, Pf growth 48h 21% and Pf growth 96h -7%.
`COc1ccc(-c2oc(=O)c3cc(OC)c(OC)cc3c2C(F)(F)F)cc1` gave HCV inhibitor 11%, Pf growth 48h 8% and Pf growth 96h inconclusive.
For COc1cccc(/C=N/n2c(COc3ccccc3)n[nH]c2=S)c1O the results were Shiga toxin inh -9, HCV inhibitor 8%, FBPA Giardia inh 4%, CHX counter 0, Pf growth 48h 36%[activator] and Pf growth 96h 14%.
`COc1cccc(C2c3c(oc4ccc(F)cc4c3=O)C(=O)N2CCCN2CCOCC2)c1` (stereo unspecified) gave Shiga toxin inh -5, HCV inhibitor 3%, FBPA Giardia inh 0%, CHX counter 13, Pf growth 48h inconclusive and Pf growth 96h inconclusive.
CN(C(=O)c1cccc(NC(=O)c2ccccc2)c1)C1CCCCC1 was read as Shiga toxin inh -32, HCV inhibitor -9%, CHX counter 5, Pf growth 48h -26% and Pf growth 96h -2%.
N#Cc1cccc(C(=O)OCC(=O)NCc2ccco2)c1 was read as Shiga toxin inh 13, HCV inhibitor 5%, CHX counter -2, Pf growth 48h 17% and Pf growth 96h 35%[activator].
CC(C)(C)Nc1c(-c2cccs2)nc2ccccn12 was read as Shiga toxin inh 9, HCV inhibitor -14%, FBPA Giardia inh -2%, CHX counter 0, Pf growth 48h 31% and Pf growth 96h -40%.
`O=C(CN1C(=O)c2ccccc2C1=O)NCCc1c[nH]c2ccccc12` gave Shiga toxin inh -8, HCV inhibitor 15%, FBPA Giardia inh -2%, CHX counter -5, Pf growth 48h -2% and Pf growth 96h 5.2µM*.
CCOC(=O)CNC(=O)CSc1nnnn1-c1cc(C)ccc1C was read as Shiga toxin inh -2, HCV inhibitor -16%, FBPA Giardia inh 4%, CHX counter 6, Pf growth 48h 14% and Pf growth 96h 31%[activator].
For c1cnc(Oc2ccc(-c3nnco3)cc2)cn1 the results were Shiga toxin inh -14, HCV inhibitor 7%, FBPA Giardia inh 1%, CHX counter 2, Pf growth 48h 14% and Pf growth 96h inconclusive.
Cc1sc2nc(C3CC3)nc(SCC(=O)N3CCCc4ccccc43)c2c1C was read as Shiga toxin inh 13, HCV inhibitor 11%, FBPA Giardia inh 8%, CHX counter -2, Pf growth 48h -8% and Pf growth 96h 39%[activator].
`CCC(C)N=CC1=C(O)CC(c2ccccc2)CC1=O` (stereo unspecified) gave Shiga toxin inh 30, HCV inhibitor 10%, FBPA Giardia inh 4%, CHX counter 8 and Pf growth 96h inconclusive.
Screening Cc1cc(NC(=O)CN2C(=O)/C(=C/c3ccccc3F)SC2=S)no1 returned Shiga toxin inh 11, HCV inhibitor -10%, FBPA Giardia inh -12%, CHX counter -1, Pf growth 48h 12% and Pf growth 96h 1%.
For O=C(Nc1ccc(SC(F)F)cc1)c1ccc2nccnc2c1 the results were Shiga toxin inh 41*, HCV inhibitor 3.5µM*, FBPA Giardia inh inconclusive, CHX counter 46*, Pf growth 48h 76%[activator] and Pf growth 96h inconclusive.
For CCOc1ccc(C(CC(=O)O)n2cnnn2)cc1 (stereo unspecified) the results were Shiga toxin inh 28, HCV inhibitor 16%, FBPA Giardia inh 14%, CHX counter -2, Pf growth 48h -1% and Pf growth 96h inconclusive.
`O=C(Nc1ncn[nH]1)c1ccc([N+](=O)[O-])cc1[N+](=O)[O-]` gave Shiga toxin inh -8, HCV inhibitor -17%, FBPA Giardia inh -28%, CHX counter -5, Pf growth 48h inconclusive and Pf growth 96h inconclusive.
Screening CCOC(=O)c1cnn(-c2ccc(Cl)cc2)c1C1CCN(C(=O)OC(C)(C)C)CC1 returned Shiga toxin inh -21, HCV inhibitor 13µM*, FBPA Giardia inh 2%, CHX counter 5 and Pf growth 96h -29%.
O=C(N1CCC(O)(c2cccnc2)CC1)C12CC3CC(CC(C3)C1)C2 was read as Shiga toxin inh -6, HCV inhibitor 6%, FBPA Giardia inh 7%, CHX counter -1, Pf growth 48h 11% and Pf growth 96h inconclusive.
For CCOc1ccc(C2Oc3nc(SC)nnc3-c3ccccc3N2C(C)=O)cc1OC (stereo unspecified) the results were Shiga toxin inh 1, HCV inhibitor 2%&11%, FBPA Giardia inh 4%, CHX counter 4, Pf growth 48h -11% and Pf growth 96h inconclusive.
Screening Cc1ccc(/C=N/Nc2nc3ccccc3s2)o1 returned Shiga toxin inh 75*, HCV inhibitor -2%, FBPA Giardia inh 1%, CHX counter 43*, Pf growth 48h 271%[activator] and Pf growth 96h inconclusive.
`C#CC1CCCCC1NC(=O)Nc1cnccc1C(F)(F)F` (stereo unspecified) gave Shiga toxin inh -5, HCV inhibitor -2%, FBPA Giardia inh 3%, CHX counter -1, Pf growth 48h -13% and Pf growth 96h 0%.
Screening O=C(O[C@@H]1[C@H](Cc2ccccc2)NS(=O)(=O)[C@H]2C[C@@H]3C=C[C@]12O3)c1ccccc1Br returned HCV inhibitor 2%, Pf growth 48h inconclusive and Pf growth 96h inconclusive.
Screening CC(=O)c1ccc(NC(=S)NNC(=O)NC2CCCCC2)cc1 returned Shiga toxin inh 59, HCV inhibitor 5%, FBPA Giardia inh 1%, CHX counter 21*, Pf growth 48h 16% and Pf growth 96h 22%.
Screening CC1CC(C)CN(CC(=O)c2c[nH]c3ccccc23)C1 (stereo unspecified) returned Shiga toxin inh 7, HCV inhibitor 4%, FBPA Giardia inh 7%, CHX counter 5, Pf growth 48h -13% and Pf growth 96h -2%.

Looked up by structure from the entries so far, 6 records:
Screening CC(=O)c1ccc(NC(=S)NNC(=O)NC2CCCCC2)cc1 returned Shiga toxin inh 59, HCV inhibitor 5%, FBPA Giardia inh 1%, CHX counter 21*, Pf growth 48h 16% and Pf growth 96h 22%.
Screening O=C(O[C@@H]1[C@H](Cc2ccccc2)NS(=O)(=O)[C@H]2C[C@@H]3C=C[C@]12O3)c1ccccc1Br returned HCV inhibitor 2%, Pf growth 48h inconclusive and Pf growth 96h inconclusive.
Screening CC1CC(C)CN(CC(=O)c2c[nH]c3ccccc23)C1 (stereo unspecified) returned Shiga toxin inh 7, HCV inhibitor 4%, FBPA Giardia inh 7%, CHX counter 5, Pf growth 48h -13% and Pf growth 96h -2%.
For CCOc1ccc(C2Oc3nc(SC)nnc3-c3ccccc3N2C(C)=O)cc1OC (stereo unspecified) the results were Shiga toxin inh 1, HCV inhibitor 2%&11%, FBPA Giardia inh 4%, CHX counter 4, Pf growth 48h -11% and Pf growth 96h inconclusive.
Screening Cc1ccc(/C=N/Nc2nc3ccccc3s2)o1 returned Shiga toxin inh 75*, HCV inhibitor -2%, FBPA Giardia inh 1%, CHX counter 43*, Pf growth 48h 271%[activator] and Pf growth 96h inconclusive.
O=C(N1CCC(O)(c2cccnc2)CC1)C12CC3CC(CC(C3)C1)C2 was read as Shiga toxin inh -6, HCV inhibitor 6%, FBPA Giardia inh 7%, CHX counter -1, Pf growth 48h 11% and Pf growth 96h inconclusive.
